LYP inh 2 – PTPN22 phosphatase inhibitors, primary screen, biochemical, DiFMUP fluorescence, 2 µM | Tyrosine-protein phosphatase non-receptor type 22 (Homo sapiens), Q9Y2R2 | recombinant LYP catalytic domain | inhibition, % at 2 µM | 96,000 tested, 0.21% active;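 active means inhibition at 2 µM at or above a set limit, the screen mean plus 3 SD, cut at about 24% in these data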;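 further: 0% = DMSO with enzyme and 100% = enzyme fully blocked by orthovanadate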
LYP act – LYP phosphatase activators, primary screen, biochemical, DiFMUP fluorescence, 2 µM | activation, % at 2 µM | recombinant LYP; 0 = plate median, 100 = signal doubled | AID 697, 2007 | Tyrosine-protein phosphatase non-receptor type 22 (Homo sapiens), Q9Y2R2 | 96,000 tested, 0.11% active;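 active means activation at 2 µM above a set limit, the mean plus 5 SD, cut at about 37% in these data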
Rev-RRE block – HIV-1 Rev-RRE binding inhibitors, primary screen, biochemical, FRET, protein-RNA interaction; 97,000 tested, 0.79% active; Rev peptide-RRE RNA binding; inhibition, % at 8 µM;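 active means inhibition above the screen-wide mean plus 3 SD, cut at about 35% in these data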;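 further: 0% = median DMSO wells and 100% = median Neomycin B control wells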
Target sequence (P05866 whole entry, looked up): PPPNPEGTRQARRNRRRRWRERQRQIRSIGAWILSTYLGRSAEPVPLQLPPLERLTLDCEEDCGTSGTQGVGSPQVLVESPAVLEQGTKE
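Test system: labelled RRE RNA duplex and labelled Rev peptide. Times: 5 min compound–RNA preincubation, then 15 min with peptide, 25 °C. Doses: single-dose 8 µM. Measured by: FRET, excitation 480 nm, emission 540 nm donor and 671 nm acceptor. Measure: % inhibition of FRET ratio versus controls.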
Plk1 PBD FP – Plk1 polo box domain binding inhibitors, primary screen, biochemical, fluorescence polarization. Serine/threonine-protein kinase PLK1 (Homo sapiens), P53350. Plk1 PBD phosphopeptide binding. inhibition, %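 (tested at about 20 µM)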. 97,000 tested, 0.13% active. AID 693, 2007; in the data active means inhibition above about 34%, passing the limit was not always enough
EphB4 ephrin blk – EphB4-ephrin-B2 interaction antagonists, primary screen, biochemical, TNYL-RAW peptide probe, fluorescence polarization; Ephrin type-B receptor 4 (Homo sapiens), P54760; EphB4 LBD / TNYL-RAW-Alexa532 peptide; inhibition, % at 7 µM; 97,000 tested, 0.15% active;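 active means inhibition above the screen-wide mean inhibition plus 3 SD, cut at about 15% in these data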;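 further: 0% = DMSO wells and 100% = excess unlabeled TNYL-RAW peptide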
Target sequence (P54760 whole entry, looked up, the tested form may be a part): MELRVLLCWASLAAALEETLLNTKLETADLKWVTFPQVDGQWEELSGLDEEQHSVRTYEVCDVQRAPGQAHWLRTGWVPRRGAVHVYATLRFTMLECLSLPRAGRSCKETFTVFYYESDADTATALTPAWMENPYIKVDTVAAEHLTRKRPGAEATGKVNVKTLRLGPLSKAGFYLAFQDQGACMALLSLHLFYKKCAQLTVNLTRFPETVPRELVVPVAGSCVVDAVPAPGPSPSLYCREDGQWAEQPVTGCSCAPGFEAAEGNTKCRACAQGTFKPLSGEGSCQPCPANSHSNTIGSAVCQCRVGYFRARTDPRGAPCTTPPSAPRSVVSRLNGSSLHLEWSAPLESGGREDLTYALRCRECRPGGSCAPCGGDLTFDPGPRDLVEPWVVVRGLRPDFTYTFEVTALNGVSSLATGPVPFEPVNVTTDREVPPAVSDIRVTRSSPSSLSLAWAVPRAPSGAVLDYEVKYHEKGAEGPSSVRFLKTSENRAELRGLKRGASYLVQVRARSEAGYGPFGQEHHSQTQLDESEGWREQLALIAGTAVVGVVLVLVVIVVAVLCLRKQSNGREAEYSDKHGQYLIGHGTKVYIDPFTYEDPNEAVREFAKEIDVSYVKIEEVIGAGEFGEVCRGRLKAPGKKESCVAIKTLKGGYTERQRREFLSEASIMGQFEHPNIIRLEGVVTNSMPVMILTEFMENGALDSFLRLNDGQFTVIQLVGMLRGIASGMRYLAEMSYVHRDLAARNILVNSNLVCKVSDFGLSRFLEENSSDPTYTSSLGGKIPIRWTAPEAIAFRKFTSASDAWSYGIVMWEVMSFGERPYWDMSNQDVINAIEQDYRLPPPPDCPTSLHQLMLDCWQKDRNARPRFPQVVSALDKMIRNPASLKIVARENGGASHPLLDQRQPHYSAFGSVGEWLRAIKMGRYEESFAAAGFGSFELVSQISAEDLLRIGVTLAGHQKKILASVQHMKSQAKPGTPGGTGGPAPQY
CYP2C9 activ – human CYP2C9 activators, primary screen, biochemical, luminescence. Cytochrome P450 2C9 (Homo sapiens), P11712. recombinant CYP2C9, luciferin-H conversion; hits give high values; factor 1 = untreated enzyme, 0 = blocked. activation factor at 5 µM. 96,000 tested, 1.4% active. AID 1024, 2008;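 active means activation factor of 2 or more for CYP2C9 at a 5 µM dose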;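 further: 0 = sulfaphenazole-blocked wells and 1 = vehicle-only wells; values of inactives mirror those of a sister screen read the other way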
PLK1 inh – human PLK1 kinase inhibitors, primary screen, biochemical, TR-FRET; inhibition, % at 10 µM; recombinant PLK1 kinase, TR-FRET peptide phosphorylation; 97,000 tested, 0.53% active; Serine/threonine-protein kinase PLK1 (Homo sapiens), P53350; AID 619, 2007;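 active means inhibition of 50% or more in the single-concentration screen; inactive means inhibition below 50%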;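 further: 0% = DMSO max control and 100% = H-89 dihydrochloride min control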
Calb biofilm kill – clotrimazole potentiators killing Candida biofilms, primary screen, with clotrimazole, Alamar Blue; C. albicans biofilm + clotrimazole; inhibition, % at 6 µM; 85,000 tested, 0.14% active; AID 834, 2007;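 active means inhibition above 20%; inactive means inhibition below 20%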;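 further: preformed 24 hr biofilms exposed to compound for 48 hr; 0% = biofilm without compound and 100% = blank killed by clotrimazole plus chlorhexidine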
CYP2C9 inh – blockers of cytochrome P450 2C9 activity – biochemical, luminescence, ADME assay, primary screen | P11712 | CYP2C9 Supersomes, luciferin-H conversion | inhibition, % at 5 µM | 96,000 tested, 20% active | AID 777, 2007;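 active means blocking of liver enzyme CYP2C9 beyond about 50% at 5 µM, limit read from the data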; further: values of inactives mirror those of a sister screen read the other way
Active calls of the source: *; nt = no result given; [ ] = remark or other dose. A portion of the library; rates above refer to the full screens.

Values in the order – LYP inh 2	LYP act	Rev-RRE block	Plk1 PBD FP	EphB4 ephrin blk	CYP2C9 activ	PLK1 inh	Calb biofilm kill	CYP2C9 inh
1) CCCCn1c(O)c(C(CC)=Nc2ccc(OC)cc2OC)c(=O)[nH]c1=O
  -0.1	1.8	11.0	-1.1	7.9	0.6	4.5	-4.2	35.7
2) COc1ccc(S(=O)(=O)NCc2ccc(C(=O)N3CCC4(CC3)OCCO4)cc2)cc1
  -6.0	4.3	-2.9	-0.5	-8.4	1	-15.6	nt	4.3
3) CC1CC2(O)c3nonc3CCC2N1O (configuration not stated)
  1.6	-2.6	1.9	-2.1	1.2	1	-8.2	2.3	-1.8
4) CC/C(=C\C=C\[C@@H]1C=C[C@@H]2CCC[C@H]2[C@@H]1C(=O)c1ccc[nH]1)[C@@H]1O[C@@H]([C@@H](C)C(=O)O)CC[C@@H]1C
  25.4*	-25.8	-0.1	-2.2	-1.7	nt	-8.4	-3.2	nt
5) O=C(Cn1cnc2ccccc2c1=O)NCCC(=O)N1CCC2(CC1)OCCO2
  7.3	-5.7	1.5	-28.1	2.4	0.9	-10.2	0.7	10.3
6) Cc1cc(N2C(=O)C3CCCN3C2c2cccc(Cl)c2)no1 (configuration not stated)
  3.6	-6.6	1.4	0.9	1.7	nt	-18.6	5.5	nt
7) O=C(COc1ccccc1)N1CCN(CC(O)COc2ccccc2)CC1 (configuration not stated)
  -3.1	0.7	3.6	1.1	5.4	0.8	-4.2	4.6	15.6
8) C=C1C(O)(c2ccccc2)C2CC[N+]1(C)CC2 (configuration not stated)
  3.3	-5.9	3.4	9.3	-3.1	1	-10.9	11.8	0.9
9) COc1ccc(OC)c(C2=NOC(C(=O)N3CCC4(CC3)OCCO4)C2)c1 (configuration not stated)
  -6.4	10.8	-0.8	2.7	2.3	1.8	-1.0	3.4	-83.9
10) CCOC(=O)c1c(-n2c(C)cc(C=C3C(=O)NC(=S)NC3=O)c2C)sc2c1CCCC2
  28.9*	-24.3	41.2*	42.4	1.6	0.3	-26.7	nt	67.4*
11) CCCCCSc1cc(OC)c(CCNC)cc1OC
  -7.4	3.0	8.7	-16.1	6.1	0.9	-4.3	nt	11.3
12) O=C(CN1CCCC1=O)Nc1ccccc1
  3.3	-2.7	0.5	8.4	-1.2	0.9	-14.3	6.5	7.7
13) Cc1ccc(N2C(=O)/C(=C/c3ccc(CN(CCC#N)S(C)(=O)=O)o3)C(=O)NC2=S)cc1C
  5.5	-1.0	29.0	-60.5	6.4	1.2	-15.4	nt	-21.5
14) CCC(=NCCO)c1c(O)n(C2CCCCC2)c(=O)[nH]c1=O
  5.8	-7.5	1.1	-19.3	-0.7	0.6	-3.8	3.0	36.7
15) CC(=O)N1CN2CN(C(C)=O)CC(C(=O)c3ccc(Br)cc3)(C2)C1
  0.3	4.0	4.4	-19.6	2.9	1.1	-4.1	7.4	-14.6
16) CCOc1cccc(N2C(=O)CC(=O)NC2=O)c1
  2.2	-2.9	14.9	6.0	16.7*[fluorescence artefact?]	1	-14.7	3.8	0.3
17) Cc1nc2ncnn2c(C)c1CCC(=O)N1CCC2(CC1)OCCO2
  -5.0	1.5	4.9	-11.9	-2.3	0.9	-3.3	2.7	8.0
18) CCN(CC)c1ccc(N=Cc2c(O)n(-c3ccc(OC)cc3)c(=O)[nH]c2=O)cc1
  -2.2	2.2	72.1*	-8.9	-0.9	1.1	-8.9	1.2	-14.0
19) Cc1ccc(-n2c(-c3cccs3)nc3ccccc3c2=O)cc1
  -5.9	9.0	9.2	16.4	5.3	0.4	-7.4	nt	57.9*
20) CCCCN1CCC(C#N)(Nc2ccccc2)CC1
  -31.2	28.5	3.7	28.4	-7.1	0.8	-5.9	-0.8	20.7

Structural class, the compounds so far with a halogen
Values in the order – LYP inh 2	LYP act	Rev-RRE block	Plk1 PBD FP	EphB4 ephrin blk	CYP2C9 activ	PLK1 inh	Calb biofilm kill	CYP2C9 inh
6) Cc1cc(N2C(=O)C3CCCN3C2c2cccc(Cl)c2)no1 (configuration not stated)
  3.6	-6.6	1.4	0.9	1.7	nt	-18.6	5.5	nt
15) CC(=O)N1CN2CN(C(C)=O)CC(C(=O)c3ccc(Br)cc3)(C2)C1
  0.3	4.0	4.4	-19.6	2.9	1.1	-4.1	7.4	-14.6

Other records follow.
Values in the order – LYP inh 2	LYP act	Rev-RRE block	Plk1 PBD FP	EphB4 ephrin blk	CYP2C9 activ	PLK1 inh	Calb biofilm kill	CYP2C9 inh
21) CCN(CC)P(=O)(NC(=O)C(Cl)(Cl)Cl)N(CC)CC.[Cl-].[Cl-].[Cl-].[Nd+3]
  5.3	-3.7	8.0	9.6	6.0	0.1	3.4	3.6	90.3*
22) Cc1ccccc1C1=NCC(=O)N(CC(=O)NCc2ccco2)c2sc3c(c21)CCCC3
  -6.9	6.2	2.2	-13.9	-4.8	0.2	-10.4	6.8	84.0*
23) CC1(C)COC(Nc2cccc(Cl)c2)=N1
  4.1	-1.8	9.0	-23.4	6.1	0.2	-3.8	8.2	76.2*
24) CCSc1nnc(C(N)Cc2ccccc2)o1 (configuration not stated)
  -5.5	7.3	-2.1	20.3	-7.2	1.2	-2.4	2.9	-16.2
25) O=C(O)c1c[nH]c2ccc(S(=O)(=O)N(CCCl)CCCl)cc12
  7.2	-5.1	-3.1	-3.9	-1.8	1.2	-7.6	0.1	-17.7
26) Cc1cccc(-n2c(C)nc3cc(C(=O)N4CCC5(CC4)OCCO5)ccc32)c1
  4.2	-6.4	8.8	33.9	2.8	0.9	-7.3	nt	13.7
27) O=c1[nH]c(=O)n(Cc2ccco2)c(O)c1C=NCc1ccco1
  7.0	-7.9	7.5	-0.1	3.3	0.9	-5.8	-2.2	5.3
28) Nc1ccc(C(=O)N/N=C2/CN3CCC2CC3)cc1
  11.9	-12.0	5.8	21.4	10.6	0.9	-4.0	3.1	8.0
29) Cc1nc2cc(C(F)(F)F)ccc2n1C1CCN(Cc2nnnn2CCc2ccccc2)CC1
  8.0	-7.1	6.6	1.2	8.1	nt	-8.3	-1.0	nt
30) COc1ccccc1CN1CCN(C(=O)COc2ccccc2)CC1
  -5.7	2.4	-1.8	-18.9	-1.4	0.9	-8.9	5.8	14.1
31) CN1CCN(c2cc(N3CCCC3)c([N+](=O)[O-])cc2F)CC1
  2.7	2.4	-3.0	3.5	-9.2	0.7	-16.1	nt	25.2
32) CCOC(=O)C1=C(N)OC2=C(C(=O)CCC2)C12C(=O)N(CC(N)=O)c1ccccc12 (configuration not stated)
  4.3	-7.0	0.0	3.8	8.7	1.1	-5.7	6.3	-10.0
33) COc1ccc(C2SCC(=O)Nc3c2c(C)nn3-c2ccccc2)cc1OC (configuration not stated)
  -8.6	11.6	3.8	16.6	-7.5	0.7	-6.7	6.4	25.4
34) CC[N+](CC)(CC)CCCCCCCCCC[N+](CC)(CC)CC
  0.8	-0.9	4.3	-19.4	1.2	1	-6.8	1.9	-4.4
35) COc1ccc(CC[n+]2cc(/N=C(\C)[O-])on2)cc1OC
  1.9	-4.7	-1.5	26.4	-4.2	nt	3.5	5.5	nt
36) COC(=O)c1cc(C(O)(C(=O)OC)C(F)(F)F)c(/N=C/N(C)C)s1 (configuration not stated)
  -18.4	14.9	2.3	-1.1	-3.5	0.3	-2.2	9.2	73.4*
37) O=C(CSC1c2ccccc2-c2ccccc21)N/N=C/c1ccccc1
  -2.5	3.0	3.6	3.1	-8.6	0.8	0.5	3.8	21.3
38) CCOc1cc(C(=O)N2CCC3(CC2)OCCO3)cc(OCC)c1OCC
  -4.8	8.9	-5.1	2.9	-9.5	0.9	-0.4	7.9	13.8
39) CCc1nc2ccccc2c(=O)n1-c1cccc(OC)c1
  4.7	-4.1	0.9	10.5	-1.3	1	-0.8	6.4	-4.0
40) C/C(=C\c1ccc(N(C)C)cc1)[N+](=O)[O-]
  -6.5	8.7	73.4*	33.3	-1.5	1.3	-23.1	nt	-32.1
41) CCSc1cc(C2C(C#N)=C(N)Oc3n[nH]c(C)c32)c(C)o1 (configuration not stated)
  6.0	-2.1	0.0	3.1	-6.3	0.3	1.1	7.0	66.8*
42) CCOc1ccc(-n2c(-c3ccoc3)nc3ccccc3c2=O)cc1
  7.7	-4.9	0.1	6.5	1.7	0.6	-1.1	1.2	37.2
43) Cc1c(N=Cc2c(O)n(Cc3ccc(F)cc3)c(=O)[nH]c2=O)c(=O)n(-c2ccccc2)n1C
  2.5	-0.1	11.5	6.4	-4.1	0.9	-9.2	4.2	6.0
44) CCOC(=O)C1=C(N)Oc2cc(C)oc(=O)c2C12C(=O)N1c3c(cccc32)C(C)=CC1(C)C (configuration not stated)
  -2.5	5.4	-0.6	-15.3	-1.7	0.8	-2.0	-0.9	16.2
45) CCOC(=O)c1c(C)n(Cc2ccco2)c2ccc(OC)cc12
  8.2	-10.1	9.2	-21.9	1.1	0.7	-2.7	9.4	29.4
46) Clc1ccc2c(N3CCNCC3)ccnc2c1
  -5.0	3.6	3.5	-26.5	-3.8	1.3	9.1	nt	-25.2
47) CC(C)CCn1c(N)c(C(=O)NCc2cccs2)c2nc3ccccc3nc21
  5.5	-2.3	8.2	-7.3	-5.8	0.9	-12.6	1.3	10.5
48) COc1ccc(C(=O)C2(C)N(O)C(C)C(c3cccs3)=[N+]2[O-])cc1 (configuration not stated)
  2.9	2.5	5.0	-10.7	6.5	0.6	-8.5	nt	41.9
49) CCCC[N+]12CCC(CC1)C(C(=O)c1cccs1)C2 (configuration not stated)
  -9.0	10.5	4.8	-4.4	1.0	0.9	-10.2	6.2	5.8
50) C=C1N2CCC(CC2)C1(O)c1ccc(C)cc1 (configuration not stated)
  8.1	-10.5	5.4	28.1	-2.4	1	-4.2	7.8	0.7
51) O=c1c2ccccc2nc(-c2ccco2)n1-c1nccs1
  3.3	-4.1	4.8	-9.7	-5.9	0.9	-14.8	5.5	6.7
52) CN1CCc2nc3sc(C#N)c(N)c3c(-c3cccs3)c2C1
  0.3	-0.8	31.8	8.7	2.1	0.4	16.6	3.6	56.0*

Gathered by group: the compounds so far with fluorine.
Values in the order – LYP inh 2	LYP act	Rev-RRE block	Plk1 PBD FP	EphB4 ephrin blk	CYP2C9 activ	PLK1 inh	Calb biofilm kill	CYP2C9 inh
29) Cc1nc2cc(C(F)(F)F)ccc2n1C1CCN(Cc2nnnn2CCc2ccccc2)CC1
  8.0	-7.1	6.6	1.2	8.1	nt	-8.3	-1.0	nt
31) CN1CCN(c2cc(N3CCCC3)c([N+](=O)[O-])cc2F)CC1
  2.7	2.4	-3.0	3.5	-9.2	0.7	-16.1	nt	25.2
36) COC(=O)c1cc(C(O)(C(=O)OC)C(F)(F)F)c(/N=C/N(C)C)s1 (configuration not stated)
  -18.4	14.9	2.3	-1.1	-3.5	0.3	-2.2	9.2	73.4*
43) Cc1c(N=Cc2c(O)n(Cc3ccc(F)cc3)c(=O)[nH]c2=O)c(=O)n(-c2ccccc2)n1C
  2.5	-0.1	11.5	6.4	-4.1	0.9	-9.2	4.2	6.0

High-throughput results as filed in PubChem BioAssay.
